hIAP act: human IAP activation | P09923 | purified human IAP, CDP-Star luminescence, 30 min; active compounds read high; 1 = vehicle-only enzyme, 0 = enzyme-free background | activation factor at 10 µM | actives 0.16% (n = 330,000);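 active = activation factor of the enzyme at least 2-fold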; note: the source names both 10 and 20 µM as test concentration; values of inactives mirror those of a sister screen read the other way
Target sequence (P09923 whole entry, looked up): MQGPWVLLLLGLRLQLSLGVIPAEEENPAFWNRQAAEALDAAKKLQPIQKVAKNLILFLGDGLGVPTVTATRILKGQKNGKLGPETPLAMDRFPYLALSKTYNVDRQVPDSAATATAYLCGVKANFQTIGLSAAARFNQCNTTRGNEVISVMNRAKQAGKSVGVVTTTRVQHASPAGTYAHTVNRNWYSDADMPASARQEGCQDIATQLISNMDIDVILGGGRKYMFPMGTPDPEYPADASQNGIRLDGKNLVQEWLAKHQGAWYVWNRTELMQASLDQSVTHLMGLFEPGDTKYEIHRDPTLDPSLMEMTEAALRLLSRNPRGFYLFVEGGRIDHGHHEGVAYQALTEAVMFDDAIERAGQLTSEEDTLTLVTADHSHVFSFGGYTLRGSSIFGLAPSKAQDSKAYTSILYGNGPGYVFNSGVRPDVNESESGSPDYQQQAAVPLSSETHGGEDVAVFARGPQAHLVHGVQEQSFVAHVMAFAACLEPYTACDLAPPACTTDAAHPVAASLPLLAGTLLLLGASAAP
NLRP3 yeast inh: blocks the NALP3 inflammasome reconstituted in yeast. Yeast reconstituted NLRP3/ASC/caspase-1, beta-gal luminescence, 24 h. AID 2825. inhibition, % at 10 µM. actives 0.39% (n = 330,000);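 active = inhibition of 50% or more; inactive = inhibition below 50%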;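 note: plate controls were induced DMSO wells for no effect and uninduced yeast grown without galactose for full effect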
mIAP inh: blocks mouse intestinal alkaline phosphatase; inhibition, % at 10 µM; purified mouse IAP, CDP-Star luminescence, 30 min; actives 0.2% (n = 330,000);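 active = inhibition of at least 40% at 10 µM in the primary screen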;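 note: plate controls were DMSO with enzyme for no effect and no enzyme wells for full effect; values of inactives mirror those of a sister screen read the other way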
hIAP inh: blocks human intestinal alkaline phosphatase | AID 2544 | purified IAP, CDP-Star luminescence, 30 min | P09923 | inhibition, % at 10 µM | actives 0.12% (n = 330,000);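 active = inhibition reaching a set limit with compound at 10 µM in the primary screen, cut at about 35% in these data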;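 note: plate controls were DMSO wells with enzyme for no effect and no-enzyme buffer wells for full effect; values of inactives mirror those of a sister screen read the other way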
beta cell repl: MIN6 beta-cell proliferation induction | actives 0.29% (n = 330,000) | AID 2380 | MIN6 cells proliferation, ATPlite luminescence, 48 h; cells starved in 0.2% serum; 100% = growth in 10% serum | proliferation, % at 10 µM;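 active = compounds whose signal lies at least 3.5 SD above the mean of all wells on their plate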;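 note: 0% = DMSO-treated cells in low-serum medium and 100% = 10% serum control; some compounds called inactive have numbers as strong as hits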
SENP1 FRET inh: SENP1 (human) catalytic domain inhibition | Q9P0U3 | recombinant SENP1 catalytic domain, CyPet-SUMO1-YPet FRET cleavage | inhibition, % at 10 µM | actives 0.21% (n = 360,000);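 active = inhibition at least 30% at 10 µM, raw YFP signal under a set limit, fluorescence ratio 0.5 to 1.5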;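 note: 0% = enzyme with DMSO and 100% = no enzyme wells; some results filed as inactive read as strong as hits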
Target sequence (Q9P0U3 419-644 limits assumed): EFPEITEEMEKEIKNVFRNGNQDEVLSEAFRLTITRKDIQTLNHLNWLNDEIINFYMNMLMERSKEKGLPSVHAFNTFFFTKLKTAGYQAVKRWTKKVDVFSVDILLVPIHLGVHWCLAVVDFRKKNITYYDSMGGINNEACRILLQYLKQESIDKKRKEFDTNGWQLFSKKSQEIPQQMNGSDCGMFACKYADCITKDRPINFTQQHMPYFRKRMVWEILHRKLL
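material = recombinant human SENP1 catalytic domain, His6-tagged | quantity = 20 pM enzyme | reagent = 25 nM SUMO1 FRET substrate | compound dosing = 10 µM single point, 0.5% DMSO | timing = 50 min enzyme reaction, room temperature, light-protected | detection = FRET, CFP and YFP emission | control set = no-enzyme low, enzyme-DMSO high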
mIAP activ: increases mouse intestinal alkaline phosphatase activity; muIAP, CDP-Star luminescence, 30 min; active compounds read high; 1 = vehicle-only enzyme signal, 0 = enzyme-free wells; AID 2805; actives 0.24% (n = 330,000); activation factor at 10 µM;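 active = activation factor of at least 2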; note: the source names both 10 and 20 µM as test concentration; values of inactives mirror those of a sister screen read the other way
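also added = chemiluminescent substrate CDP-Star | test system = mouse IAP enzyme | signal = chemiluminescence readout | compound = DMSO-dissolved test compounds | incubation = 30 min at room temperature | benchmarks = DMSO wells, no-enzyme wells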
APOBEC3G inh: blocks human APOBEC3G single-stranded DNA deamination; recombinant A3G, ssDNA deamination FAM/TAMRA fluorescence; inhibition, % at 20 µM; actives 0.28% (n = 330,000); AID 493012;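 active = inhibition of at least 40% at 20 µM, with no more than 30% in the related APOBEC3A deaminase screen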;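 note: plate controls were DMSO wells with A3G for no effect and wells lacking A3G enzyme for full effect; some compounds called inactive have numbers as strong as hits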
APOBEC3A inh: inhibitors of human APOBEC3A DNA deaminase; P31941; recombinant A3A, FAM/TAMRA ssDNA deamination fluorescence; inhibition, % at 20 µM; actives 0.41% (n = 330,000);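 active = at least 40% inhibition at 20 µM here, with at most 30% in a related deaminase screen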;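 note: plate controls were A3A with DMSO for no effect and wells lacking A3A enzyme for full effect; some results filed as inactive read as strong as hits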
Target sequence (P31941 whole entry, looked up): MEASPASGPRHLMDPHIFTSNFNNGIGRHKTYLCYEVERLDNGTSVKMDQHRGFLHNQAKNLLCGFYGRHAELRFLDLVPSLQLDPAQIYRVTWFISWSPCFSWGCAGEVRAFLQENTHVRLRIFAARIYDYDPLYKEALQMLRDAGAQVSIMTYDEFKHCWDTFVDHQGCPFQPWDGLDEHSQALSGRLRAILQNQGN
Numbers without * were called inactive; . = not tested or not shown; & = joins results of further samples. An excerpt; count on the stated rates, not on these rows.

SMILES	hIAP act	NLRP3 yeast inh	mIAP inh	hIAP inh	beta cell repl	SENP1 FRET inh	mIAP activ	APOBEC3G inh	APOBEC3A inh
CC(=O)C1=C(C)NC(C)=C(C(C)=O)C1c1ccccc1	0.968	11.7	4.6	3.2	-0.3	2.4	0.954	-14.6	0.5
COc1cc(-c2nc(C(=O)NC3CCCCC3)cc3c2[nH]c2ccccc23)cc(OC)c1OC	0.914	21.2	8.9	8.6	-5.9	-1.8	0.911	-9.0	-1.5
Cc1ccc(C2=NCCn3nc4cc([N+](=O)[O-])ccc4c32)cc1	0.946	25.2	7.2	5.4	1.1	4.5	0.928	-7.7	-4.0
COc1cccc(C(=O)OCC(=O)c2ccc(Br)s2)c1OC	1.03	28.3	-8.7	-3.4	3.3	-1.0	1.09	1.4	-1.6
Cc1ccccc1Cn1c(=O)sc2ccccc2c1=O	0.803	-3.7	6.5	19.7	-5.9	1.4	0.935	1.7	4.8
O=C(Oc1ccccc1C(=S)N1CCOCC1)c1ccccc1	0.965	-4.9	1.3	3.5	-3.3	3.3	0.987	0.1	-1.8
Cc1ccc(C(C(=O)NCc2ccco2)N(C(=O)CNC(=O)c2cccs2)c2ccc(C)cc2)cc1 (configuration not stated)	1.15	0.7	10.3	-14.6	-3.0	1.6	0.897	1.5	2.5
COc1ccc(CSc2nnc(Cc3sc(-c4ccccc4)nc3-c3ccccc3)o2)cc1	1.27	4.2	-1.6	-27.2	-6.0	0.0	1.02	-3.3	-0.4
Cc1ccc(-n2cc(CN3CCN(c4ccccn4)CC3)c(-c3ccc(F)cc3)n2)cc1	0.988	13.3	-3.6	1.2	-5.3	-0.8	1.04	-5.9	-1.6
C/C(=N\Nc1cc(C(F)(F)F)ccc1Cl)c1ccccc1O	0.908	-0.9	-9.3	9.2	-4.5	2.0	1.09	13.3	4.9
O=C(Cc1ccc(S(=O)(=O)N2CCCCC2)cc1)NCc1ccc(Cl)cc1	0.994	13.4	-24.6	0.6	-4.7	0.6	1.25	1.8	4.4
CC1CC(C)CN(S(=O)(=O)c2ccc3c(c2)n(C)c(=O)c(=O)n3C)C1 (configuration not stated)	0.96	3.3	-16.9	4.0	-2.3	2.8	1.17	-8.1	-9.7
CCCCS(=O)(=O)N1CCCC(C(=O)Nc2ccc(Cl)cn2)C1 (configuration not stated)	0.853	6.4	-2.9	14.7	0.5	2.6	1.03	-6.1	-5.3
COc1ccc(C(=O)NC(=S)Nc2nnn(C)n2)cc1	0.875	28.0	3.0	12.5	0.0	1.1	0.97	-6.5	-1.9
CN(C(=O)CCOc1ccccc1)c1c(N)n(Cc2ccccc2)c(=O)[nH]c1=O	1.05	9.6	-4.6	-5.3	-1.1	3.5	1.05	-3.1	3.8
CCN(CC)c1ccc(C(=O)NC(=S)N2CCN(Cc3ccc4c(c3)OCO4)CC2)cc1	0.856	14.7	-22.0	14.4	-2.7	-22.4	1.22	-9.0	-5.3
CC(C)c1cc(-c2cc(C(=O)Nc3ccccc3)on2)nc(NC2CCCC2)n1	1.1	20.0	-2.1	-10.1	-7.3	-0.3	1.02	16.9	0.8
COc1ccccc1CNC(=O)CN1C(=O)c2cccc(N)c2C1=O	1.09	6.8	-5.6	-9.2	-1.8	-20.1	1.06	-2.0	2.6
Brc1ccc(/C=N/Nc2ccccn2)cc1	0.848	-2.6	6.3	15.2	-3.3	0.8	0.937	-4.1	1.0
O=C(CN(C(=O)CCC(=O)Nc1ccccn1)C1CCCC1)NCc1ccccc1	0.915	-7.8	4.6	8.5	0.0	1.3	0.954	-7.0	23.1
O=c1c2cc3c(=O)n(-c4ccccc4O)c(=O)c3cc2c(=O)n1-c1ccccc1O	0.879	32.2	15.8	12.1	-2.3	0.5	0.842	-9.2	-1.4
CCC(=O)Oc1ccc2oc(=O)cc(C)c2c1	0.932	8.8	4.8	6.8	0.0	1.7	0.952	0.1	3.7
COC(=O)c1ccc(NC(=O)CN2C(=O)CNC2=O)cc1	1.04	1.8	2.9	-4.0	-1.4	0.7	0.971	-2.6	8.5
O=C(O)CN1C(=O)/C(=C/c2ccccc2Br)Oc2ccccc21	0.99	3.8	-2.0	1.0	0.7	-1.2	1.02	-10.5	-3.5
CCOc1ccccc1C1CC(=O)Nc2c1c(=O)n(C)c(=O)n2C (configuration not stated)	1.03	11.0	-14.7	-2.7	-4.3	-0.1	1.15	-8.9	-5.1
O=C(NC(=S)NCCN1CCOCC1)c1cccc(Cl)c1	0.921	-2.0	-4.5	7.9	-4.4	1.0	1.04	3.8	-1.1
CCN(CC)CCn1c2ccccc2c2nc3ccccc3nc21	1.1	42.7	-4.7	-10.5	1.1	-40.8	1.05	3.3	7.1
O=C(C1CCCN(S(=O)(=O)Cc2ccccc2)C1)N1CCC(Cc2ccccc2)CC1 (configuration not stated)	1.07	23.7	-7.0	-6.6	-2.5	2.8	1.07	2.0	3.2
O=C(CN(C1CCCCC1)S(=O)(=O)c1ccc(F)cc1)NCc1ccncc1	1.07	4.2	-6.3	-7.2	-5.7	2.1	1.06	3.1	2.1
c1ccc2c(c1)ccc1ncccc12	1.1	-15.5	-5.9	-9.6	-1.1	0.6	1.06	1.9	2.2
COc1ccc(CN2CCN(S(=O)(=O)c3ccc(NC(C)=O)cc3)CC2)cc1OC	0.865	15.3	8.9	13.5	-3.3	1.0	0.911	-5.5	-2.5
Cc1csc(=Nc2c(C)n(C)n(-c3ccccc3)c2=O)n1Cc1ccccc1	0.986	9.7	-2.4	1.4	1.4	-0.3&0.6	1.02	-5.8	-2.6
CCCCNC(=S)Nc1ccccc1Cc1ccccc1	0.938	6.6	-8.3	6.2	-6.9	0.5	1.08	-4.5	3.8
COc1cc(OC)cc(OC(=O)C2CCN(C3=NS(=O)(=O)c4ccccc43)CC2)c1	1.02	2.1	-5.5	-1.7	-0.8	5.2	1.05	-8.9	-3.8
COc1ccc(C(=O)N2CCN(S(=O)(=O)c3cc(Cl)ccc3OC)CC2)cc1	0.86	13.1	-8.1	14.0	-2.1	0.2	1.08	-5.8	-0.5
Cc1ccccc1-n1nc2c(c1NC(=O)c1ccco1)CS(=O)(=O)C2	0.817	1.8	3.3	18.3	2.3	-0.2	0.967	-6.9	-2.5
COC(=O)[C@@H](NCc1cccc(CN[C@H](C(=O)OC)c2ccccc2)c1)c1ccccc1	0.883	10.7	-0.2	11.7	-3.0	0.5	1	-3.6	-2.6
O=C(OCC(=O)N1N=C(c2ccc(Cl)cc2)CC1c1ccco1)c1ccco1 (configuration not stated)	0.858	21.3	8.0	14.2	-5.5	-0.7	0.92	-8.6	-3.8
COc1cccc(C(=O)Nc2nc(SCc3ccc(Cl)cc3)n[nH]2)c1	1.11	11.8	-12.7	-11.4	0.9	3.2	1.13	-5.8	-4.5
Cc1ccc(NC(=S)N2CCCC2)cc1C	1.02	11.9	3.6	-2.2	-2.5	-0.2	0.964	-7.5	-2.2

Five entries already listed, arranged by length of the SMILES, rising.
SMILES	hIAP act	NLRP3 yeast inh	mIAP inh	hIAP inh	beta cell repl	SENP1 FRET inh	mIAP activ	APOBEC3G inh	APOBEC3A inh
Cc1ccc(NC(=S)N2CCCC2)cc1C	1.02	11.9	3.6	-2.2	-2.5	-0.2	0.964	-7.5	-2.2
O=C(NC(=S)NCCN1CCOCC1)c1cccc(Cl)c1	0.921	-2.0	-4.5	7.9	-4.4	1.0	1.04	3.8	-1.1
O=C(O)CN1C(=O)/C(=C/c2ccccc2Br)Oc2ccccc21	0.99	3.8	-2.0	1.0	0.7	-1.2	1.02	-10.5	-3.5
O=C(OCC(=O)N1N=C(c2ccc(Cl)cc2)CC1c1ccco1)c1ccco1 (configuration not stated)	0.858	21.3	8.0	14.2	-5.5	-0.7	0.92	-8.6	-3.8
COc1cc(OC)cc(OC(=O)C2CCN(C3=NS(=O)(=O)c4ccccc43)CC2)c1	1.02	2.1	-5.5	-1.7	-0.8	5.2	1.05	-8.9	-3.8

Next part.
SMILES	hIAP act	NLRP3 yeast inh	mIAP inh	hIAP inh	beta cell repl	SENP1 FRET inh	mIAP activ	APOBEC3G inh	APOBEC3A inh
O=C1CC(C(=O)NC2CCCCC2)C2(CCCCC2)O1 (configuration not stated)	0.951	14.0	-5.9	4.9	0.8	-1.8	1.06	-2.2	1.0
O=C(O)c1ccccn1	0.854	25.1	4.8	14.6	4.0	1.6	0.952	-5.0	-0.4
O=C(NCc1cccnc1)/C(=C/c1ccc(-c2ccc(Cl)cc2)o1)S(=O)(=O)c1ccccc1	0.841	-8.9	10.9	15.9	-5.6	2.2	0.891	-1.4	1.8
Cc1cc(=O)oc2cc(NC(=O)c3cccc(S(C)(=O)=O)c3)ccc12	0.948	10.7	7.7	5.2	-2.1	-3.9	0.923	-4.7	3.2
NC(=O)c1ccc(CSc2nc3ccccc3s2)cc1	1.07	13.5	5.4	-7.2	-2.0	1.8	0.946	-3.8	-0.8
O=C(Nc1cnn(Cc2ccc(Cl)cc2Cl)c1)c1cc(-c2cccs2)on1	0.773	17.2	12.6	22.7	-3.8	-3.1	0.874	-6.3	1.8
CCOC(=O)C1CCCN(S(=O)(=O)c2cc(OCC(=O)NC3CCCCC3)c(C)cc2Cl)C1 (configuration not stated)	1	14.7	-9.4	-0.2	-3.1	0.3	1.09	4.7	5.1
O=C(NCc1ccccc1)c1cnc2n(c1=O)CCS2	0.974	-15.1	10.4	2.6	-0.7	1.3	0.896	-1.4	-0.4
CCn1nc(C)c(NC(=O)c2ccc(Cl)cc2)c1C	0.916	3.3	4.0	8.4	0.3	0.8	0.96	-5.9	-0.2
CCC1(CC)Cc2ccccc2C(N)=C1C#N	0.897	32.7	1.6	10.3	-1.6	0.1	0.984	-6.3	0.3
CC1CCCCC1NS(=O)(=O)c1ccc(S(=O)(=O)NCc2ccncc2)cc1 (configuration not stated)	1.18	5.9	-7.1	-17.8	-6.0	.	1.07	0.6	0.3
Cc1oc(-c2ccccc2Cl)nc1CS(=O)CC(=O)NCc1cccs1 (configuration not stated)	1.1	-2.9	5.6	-9.9	-1.9	-1.8	0.944	0.5	1.1
O=C(O)c1ccc2c(=O)n3c(nc2c1)/C(=C/c1ccccc1C(F)(F)F)CCCC3	0.985	14.7	-3.5	1.5	-0.7	2.2	1.03	-5.0	-2.8
CCCCn1c(SCC(=O)N2CCCC2)nc2cc(S(N)(=O)=O)ccc21	0.991	8.2	-3.1	0.9	-0.4	-2.6	1.03	-1.7	2.2
COC(=O)CN1C(=S)N(c2ccc(Cl)cc2)C(=O)C1CC(=O)Nc1ccc(F)cc1 (configuration not stated)	0.983	10.9	-0.6	1.7	-1.6	0.7	1.01	-1.7	-2.1
O=C(CSc1nnc(-c2c[nH]c3ccccc23)o1)c1ccc(-c2ccccc2)cc1	1.15	10.9	-4.3	-14.7	0.0	7.2	1.04	-1.8	1.5
CCOC(=O)C1CCN(c2nc3c(C)cccn3c(=O)c2/C=C(\C#N)S(=O)(=O)c2ccccc2)CC1	0.966	20.2	3.8	3.3	-1.6	-36.3	0.962	-1.1	1.3
